# EP2 mod = modulates human prostaglandin E2 receptor EP2 signaling. P43116. EP2-expressing cells, cAMP HTRF FRET, PGE2 co-stimulation. induction, % at 25 µM. actives 0.83% (n = 260,000). AID 940;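 active = compounds whose cAMP rise, as percent of the full-agonist control response, exceeds 60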;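 also: rat C6 glioma line stably carrying human EP2 under a CMV promoter; the protocol text gives 20 µM as final concentration; 100% = response of wells given 1 µM PGE2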
# Target sequence (P43116 whole entry, looked up): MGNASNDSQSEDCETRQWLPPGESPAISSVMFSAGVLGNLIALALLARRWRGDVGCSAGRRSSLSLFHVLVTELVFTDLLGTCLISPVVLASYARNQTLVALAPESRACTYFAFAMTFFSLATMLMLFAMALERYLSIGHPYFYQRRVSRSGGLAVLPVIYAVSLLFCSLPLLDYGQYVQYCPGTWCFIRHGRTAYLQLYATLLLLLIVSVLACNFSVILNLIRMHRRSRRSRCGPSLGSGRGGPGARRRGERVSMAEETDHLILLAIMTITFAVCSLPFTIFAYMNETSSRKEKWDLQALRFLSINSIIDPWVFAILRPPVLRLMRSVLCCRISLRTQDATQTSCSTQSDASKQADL
# 14-3-3 Bad inh = disrupts binding of bovine 14-3-3 zeta to phospho-Bad peptide; actives 0.71% (n = 220,000); P63103; inhibition, % at 21.7 µM; AID 781; TR-FRET 14-3-3zeta/Dy647-pBad peptide displacement, 1 h;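 active = inhibition above about 70%, limit read from the data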;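 also: 0% = full 14-3-3 plus peptide FRET controls and 100% = background without 14-3-3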
# Target sequence (P63103 whole entry, looked up): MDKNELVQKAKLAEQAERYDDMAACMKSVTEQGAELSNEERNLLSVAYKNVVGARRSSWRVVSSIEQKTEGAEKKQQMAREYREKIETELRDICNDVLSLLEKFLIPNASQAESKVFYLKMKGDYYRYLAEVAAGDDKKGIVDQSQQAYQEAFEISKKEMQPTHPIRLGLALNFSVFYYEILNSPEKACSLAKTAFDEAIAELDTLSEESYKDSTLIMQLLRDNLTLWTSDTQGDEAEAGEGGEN
# TRPML3 ag = human mucolipin-3 channel agonism; actives 0.29% (n = 220,000); activation, % at 3 µM; Q8TDD5; HEK293 TRPML3-YFP, Fluo-8 calcium fluorescence; 100% = the carbachol control signal;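 active = activation above its plate's cutoff, the mean activation of the plate's test wells plus 3 SD, cut at about 12% in these data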;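 also: 0% = DMSO only wells and 100% = carbachol wells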
#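 Test system: HEK293 cells stably carrying human TRPML3-YFP; Doses: single dose, 3 µM final nominal compound, 0.3% DMSO final; Schedule: dye loading 1 h 37 °C then 30 min ambient, 125 s read; Technique: Fluo-8 calcium fluorescence; Benchmarks: high control carbachol 87 µM, low control DMSO.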
# TRPN1 ag = agonists of zebrafish TRPN1 channel | HEK293 zebrafish TRPN1-YFP, Fluo-8 calcium fluorescence; 100% = response to 87 µM carbachol | activation, % at 3 µM | actives 0.18% (n = 220,000) | AID 1424;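 active = activation above its plate's cutoff, the mean activation of test wells on that plate plus 3 SD, cut at about 19% in these data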;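 also: 0% = DMSO alone and 100% = 87 µM carbachol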
#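 Material – zebrafish TRPN1-YFP in HEK293 cells · Doses – 3 µM single point · Schedule – dye 1 h 37 °C plus 30 min RT · Signal – Fluo-8 calcium fluorescence, excitation 470-495 nm, emission 515-575 nm · Read-out – % activation versus carbachol response · Control set – carbachol high, DMSO low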
# NPY1 pot ag = human NPY-Y1 potentiation or agonism, primary screen | P25929 | NPY-Y1 expressing cells, potentiator/agonist activation | activation, % at 3.6 µM | actives 0.37% (n = 220,000) | AID 1304; in the data active = activation above about 33%, passing the limit was not always enough;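 also: cells stimulated with NPY at EC10 then isoproterenol at EC100; 0% = low agonist plus stimulus and 100% = saturating agonist plus stimulus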
# Target sequence (P25929 whole entry, looked up): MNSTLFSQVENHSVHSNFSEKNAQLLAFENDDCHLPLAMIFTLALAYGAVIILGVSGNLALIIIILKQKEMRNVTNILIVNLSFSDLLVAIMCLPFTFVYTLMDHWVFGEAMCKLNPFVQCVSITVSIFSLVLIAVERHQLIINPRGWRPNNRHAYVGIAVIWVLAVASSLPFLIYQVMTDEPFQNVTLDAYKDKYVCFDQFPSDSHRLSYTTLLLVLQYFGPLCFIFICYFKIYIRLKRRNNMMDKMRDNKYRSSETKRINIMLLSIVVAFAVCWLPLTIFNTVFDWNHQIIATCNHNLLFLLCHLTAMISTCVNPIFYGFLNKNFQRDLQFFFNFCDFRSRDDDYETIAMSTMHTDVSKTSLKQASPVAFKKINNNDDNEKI
# NPY-Y1 antag = antagonists of human neuropeptide Y receptor Y1. actives 1% (n = 200,000). inhibition, % at 3.6 µM. HEK293-CNG Y1 cells, membrane potential fluorescence; NPY at EC95, then isoproterenol. AID 1040. P25929;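 active = inhibition above the campaign mean inhibition of all tested compounds plus 3 SD, cut at about 20% in these data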;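 also: 0% = DMSO wells given NPY plus isoproterenol and 100% = isoproterenol alone without NPY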
#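 material = HEK293 cells with Y1 receptor plus CNG channel | also added = NPY 25 nM then isoproterenol 1 µM plus Ro 20-1724 25 µM | schedule = dye 3 h, compound 60 min room temperature, stimulation 45 min | measured by = membrane potential fluorescence | benchmarks = high control isoproterenol alone, low control NPY with isoproterenol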
# CHOP inhibitor = CHOP inhibition in unfolded protein response. CHO-K1 CHOP-promoter luciferase, tunicamycin-induced, 15-18 h. inhibition, % at 10 µM. actives 3.8% (n = 220,000). AID 2732;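 active = compounds that reduced the stress-induced luciferase reporter signal by more than about 70% of percent inhibition, limit read from the data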;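 also: 0% = tunicamycin plus vehicle and 100% = wells without tunicamycin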
# PPC-1+TRAIL kill = kills PPC-1 cancer cells in the presence of TRAIL | PPC-1 cells + TRAIL, ATPLite viability luminescence | cell killing (% activity), % at 4 µM | actives 0.41% (n = 220,000);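 active = cell killing above 50% in the first pass at 4 µM, then a duplicate retest at 5 µM averaging 50% or more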;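 also: plate controls were cells with TRAIL plus DMSO for no effect and medium-only wells lacking cells for full effect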
# EP2 antag = EP2 receptor (human) inhibition. actives 0.52% (n = 260,000). inhibition, % at 25 µM. C6 glioma cells expressing human EP2, cAMP TR-FRET; cells stimulated with saturating PGE2. P43116. AID 1422;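 active = percent inhibition above 40 after rounding to a whole number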;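 also: rat C6 glioma host cells with rolipram phosphodiesterase inhibitor present; the protocol text gives 20 µM as final concentration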
# The depositor's hits bear a star; / = not tested or not shown; [ ] = dose if it differs, or a comment. This is a subset; count on the stated rates, not on these rows.
# The line under a structure holds: EP2 mod, 14-3-3 Bad inh, TRPML3 ag, TRPN1 ag, NPY1 pot ag, NPY-Y1 antag, CHOP inhibitor, PPC-1+TRAIL kill, EP2 antag
ClCC1NCC(c2ccccc2Cl)c2c1[nH]c1ccccc21 (centres undefined)
  -54, -8, -0.1, 3.6, -8, -3, 24, 11, 10
COc1ccc2[nH]c(C)c(CCNc3ccc(C(F)(F)F)cc3[N+](=O)[O-])c2c1
  21, -13, -0.4, -2.6, -12, -3, 37, -6, 4
Cc1cc(C)c2c(N)c3cccc(C)c3nc2n1
  -16, 14, -0.1, -0.1, -9, 2, -8, 26, 7
Cc1nc2c(C(=O)NCCc3ccccc3)c[nH]n2c(=O)c1Cl
  -8, -1, 0.1, -0.1, -22, 13, 16, 4, 2
Cc1nn(-c2ccccc2Cl)c(Cl)c1/C=N/Nc1cccc(C(=O)O)c1
  -10, 4[fluorescence artefact?], 0.4, -1.2, 2, -4, 58, 40, 10
CC(=O)Nc1ccc(S(=O)(=O)Nc2nc3ccccc3nc2-n2ccc(=NC(=O)c3ccccc3)cc2)cc1
  -15, 2, 0.6, 1.7, -19, /, 2, 2, 6
CC(=O)NS(=O)(=O)c1ccc(NS(=O)(=O)c2ccc(F)cc2)cc1
  19, -5[fluorescence artefact?], 0.6, 0.0, 0, -3, 8, 4, 11
Cc1nn(-c2ccc([N+](=O)[O-])cc2)c(N)c1-c1ccccc1
  -45, -4, 0.3, -3.3, 6, 2, -7, 18, 0
CCOC(=O)N1CCN(C(=O)CN(c2ccc(C)cc2)S(=O)(=O)c2c(C)noc2C)CC1
  -6, -11[fluorescence artefact?], -0.2, -0.4, 5, -1, -39, 12, 8
O=S(=O)(NCc1csc(-c2ccccc2)n1)c1ccc(Cl)s1
  -13, 2, -0.1, -1.5, 11, 0, 0, 29, /
N/C(=N/O)C(c1ccccc1)c1ccccc1
  12, -1[fluorescence artefact?], 1.4, 3.0, -15, 4, -8, 14, 5
COc1ccc(NC(=O)C(c2ccc(OC)cc2)N(C)C(=O)CNC(C)=O)cc1 (centres undefined)
  -1, 3, -0.3, 1.5, -22, 2, -11, 4, 16
CCCc1ccc(C(=O)CCC(=O)O)cc1
  -9, 6, 0.8, 0.3, -9, 11, -13, 18, 15
CC1CN(C(=O)c2ccn(C)n2)CC(C)O1 (centres undefined)
  13, 15[fluorescence artefact?], 0.2, 1.4, 15, 1, -25, 1, 9
O=C(CSCc1ccccc1Cl)Nc1ccc2c(c1)OCCO2
  -27, -4, -0.6, -1.1, -2, 1, 25, -5, 4
Oc1cccc(/C=N/Nc2cccc3cccnc23)c1
  -33, 7, -0.6, -0.1, 25, -5, 21, 33, 7
CC(=O)n1c2ccccc2c2nc(NC(C)C)sc21
  7, 33, -0.6, 0.7, 23, -1, 43, 19, 11
O=C(NC1CC1)C1CCN(c2ncnc3c2sc2cccc(F)c23)CC1
  -8, 3, -0.1, 0.4, -10, -1, 29, -11, 16
COc1c(Br)cc(C(N)=O)cc1OCc1ccccc1
  38, 6, -0.9, -1.4, -6, -1, -9, 23, 7
O=C(NCCc1ccc(Cl)cc1)C1CC(=O)N(C2CCCCC2)C1 (centres undefined)
  /, /, 0.5, 0.8, -15, -4, /, /, 11

# Brought forward from above: seven entries, then new ones.
# The line under a structure holds: EP2 mod, 14-3-3 Bad inh, TRPML3 ag, TRPN1 ag, NPY1 pot ag, NPY-Y1 antag, CHOP inhibitor, PPC-1+TRAIL kill, EP2 antag
CC1CN(C(=O)c2ccn(C)n2)CC(C)O1 (centres undefined)
  13, 15[fluorescence artefact?], 0.2, 1.4, 15, 1, -25, 1, 9
O=C(CSCc1ccccc1Cl)Nc1ccc2c(c1)OCCO2
  -27, -4, -0.6, -1.1, -2, 1, 25, -5, 4
Oc1cccc(/C=N/Nc2cccc3cccnc23)c1
  -33, 7, -0.6, -0.1, 25, -5, 21, 33, 7
CC(=O)n1c2ccccc2c2nc(NC(C)C)sc21
  7, 33, -0.6, 0.7, 23, -1, 43, 19, 11
O=C(NC1CC1)C1CCN(c2ncnc3c2sc2cccc(F)c23)CC1
  -8, 3, -0.1, 0.4, -10, -1, 29, -11, 16
COc1c(Br)cc(C(N)=O)cc1OCc1ccccc1
  38, 6, -0.9, -1.4, -6, -1, -9, 23, 7
O=C(NCCc1ccc(Cl)cc1)C1CC(=O)N(C2CCCCC2)C1 (centres undefined)
  /, /, 0.5, 0.8, -15, -4, /, /, 11
Cc1cccc(N(CC(=O)N=Nc2c(O)[nH]c3ccccc23)S(C)(=O)=O)c1C
  2, -4[fluorescence artefact?], 0.8, 0.0, 8, 4, 27, 16, 8
COc1ccc2c(=O)c3c(=O)n(Cc4ccco4)c(C(C)C)nc3oc2c1
  24, -1, 0.4, -0.2, 15, -7, 24, -3, 5
Cc1ccc(-c2[nH]ncc2CNCCc2cnn(-c3ccccc3)c2)cc1C
  -39, -6, 1.0, 0.3, -28, /, 14, 21, 10
COC(=O)COc1ccc(/C=N/NC(=O)c2ccc(N(Cc3ccccc3)S(C)(=O)=O)cc2)cc1
  -77, -11, 0.8, 1.0, 61*, 2, -21, 15, 14
O=C(N/N=C/c1c[nH]c2ccccc12)C1CC(=O)N(c2ccccc2)C1 (centres undefined)
  -39, -1, 0.4, -0.7, 12, 0, -1, 15, 5
Cc1ccc(O)c(-c2cc(C(=O)Nc3cccnc3)[nH]n2)c1
  -40, -9, 0.7, -0.4, 18, /, -4, -13, 9
Cc1sc2ncnc(N3CCN(C(=O)c4ccco4)CC3)c2c1C
  -23, -1, 1.0, 3.8, -27, 4, 15, 22, 3
O=C(O)CCCCCNS(=O)(=O)c1c(Cl)cccc1Cl
  20, 2[fluorescence artefact?], 1.0, -0.7, -4, 7, -3, -8, 7
O=C(Nc1ccccc1C(=O)N1CCCCCC1)c1ccccc1Cl
  5, 21, 0.0, -1.2, 16, -3, 3, -6, 8
COCCCN1C(=O)c2ccc(C(=O)Nc3ccc(OC)cc3)cc2C1=O
  17, 3, 0.5, -0.4, -20, 0, -31, 13, 9
Cc1cccc(-n2nnnc2SCn2nnc3ccccc3c2=O)c1
  -32, -16[fluorescence artefact?], -1.0, 1.3, -9, -4, -14, /, 6
CCC/C(C)=N\Nc1nc2c(c(=O)n(C)c(=O)n2C)n1C
  5, 1, 0.5, 1.4, 13, /, 7, 8, 7
Fc1ccc(-c2ncc3ccccn23)cc1
  32, 1, -0.2, 0.6, 6, 3, 4, 20, 13
Cc1ccccc1NC(=O)c1ccccn1
  -5, 2, 0.7, 0.2, 3, /, -19, -8, 6
O=C(c1ccco1)N1CCN(c2ncnc3sc4c(c23)CCC4)CC1
  -17, -2, -0.2, 1.8, 11, 3, 21, -6, 9
O=C(Nc1ccc2c(c1)OCCO2)c1ccoc1
  3, -2, 0.4, 0.0, -6, /, 0, 7, 8
CCN(CC)c1ccc2c(C)c(-c3ccc(N)cc3)c(=O)oc2c1
  17, 31, -1.0, 0.5, 22, -1, 16, 14, /
CCOc1cc(CNCCO)cc(Br)c1OCc1ccc(Cl)cc1
  6, 17, 0.7, 2.1, -1, 0, 75*, 13, /
COC(=O)Nc1ccc(S(=O)(=O)N2CCCCC2C(=O)O)cc1 (centres undefined)
  -18, -12, -0.1, -0.3, 0, 3, -1, -2, 7
Cc1ccc(Oc2cc(NC(=O)CCCn3nc([N+](=O)[O-])cc3C)cc([N+](=O)[O-])c2)cc1
  -6, 0[fluorescence artefact?], 0.2, -0.6, -7, 1, 73*, 4, 9
COC(=O)c1ccc(/C=N/OCC(=O)NC2CCCC(C)C2C)cc1 (centres undefined)
  17, 7, 0.7, -0.4, -6, 6, 53, -2, 10
COCCNC(=O)C1CC(c2ccccc2[N+](=O)[O-])=NO1 (centres undefined)
  7, 0, -0.2, -0.2, 11, -2, -14, 1, 4
Cc1nc2sc(C(c3ccco3)N3CCC4(CC3)OCCO4)c(O)n2n1 (centres undefined)
  /, /, -0.4, -0.5, -11, -4, /, /, 16
COC(=O)CC1C(=O)NCCN1C(=O)Nc1ccc(Cl)cc1 (centres undefined)
  12, -16, 0.3, 1.1, 16, -5, -4, 11, 15
COc1ccc(CNc2ncnc3cc(Cl)ccc23)cc1OC
  -18, 7, 4.3, 6.0, -4, 0, 26, 2, 7
COC(=O)COc1cc(OCC(=O)OC)c2c(C)c(Cl)c(=O)oc2c1
  5, 1, 0.7, 0.7, -3, 3, 40, 37, 10
Cc1ccccc1C(=O)NCCNc1ccc([N+](=O)[O-])cc1
  -38, -4, 1.3, 5.9, 11, 4, -2, 5, 6
Cc1ccc(C(=O)N/N=C/C2=Cc3ccccc3OC2C)cc1 (centres undefined)
  -72, -12, -0.5, -3.8, -10, -1, 26, 19, 1
OCC1(CC2CCCCO2)CCN(Cc2cccc(O)c2)CC1 (centres undefined)
  -20, -1, -0.3, 0.5, 0, 1, -4, -4, 6
COc1ccc(/C(C)=N/NC(=O)C(NC(=O)c2ccccc2)c2n[nH]c(=O)c3ccccc23)c(OC)c1 (centres undefined)
  8, 1, -0.3, -1.1, 11, /, -8, 8, 9
COc1ccc(Sc2ccc(/C=C3\C(=O)NN(c4ccccc4)C3=O)o2)cc1
  1, -8, 0.3, 0.6, 4, 3, 40, 18, 21
CCCCNC(=O)CSc1nc2ccc(N3CCOCC3)cc2c(=O)n1CCc1ccccc1
  1, -17, 0.3, 1.9, -28, -4, 5, 8, 15
COc1ccc(NC(=S)N(CCN2CCOCC2)Cc2cc3cc4c(cc3[nH]c2=O)OCCO4)cc1
  -5, -2, 0.6, -0.1, -6, 0, 8, 7, 5
O=C(NCCc1ccccc1)c1cccnc1N1CCCCCC1
  -8, 0, 0.5, -1.2, 3, 1, 41, 2, 9
Cc1ccc(Br)cc1S(=O)(=O)N1CCN(c2ccccc2)CC1
  -34, 0[fluorescence artefact?], 0.3, -2.2, -19, 6, -1, 24, 8
Cn1c(C(=O)N2CCCC2)cc2c(=O)n(C)c3ccccc3c21
  -2, 9, 0.4, 1.1, 0, 3, 28, 20, 5
O=C(CN1C(=O)C2CCCCC2C1=O)N1CCN(c2ccccc2)CC1 (centres undefined)
  -77, -1, 0.8, 1.0, -2, 8, -5, 13, 12

# Full records as entered above. Screens in order: EP2 mod	14-3-3 Bad inh	TRPML3 ag	TRPN1 ag	NPY1 pot ag	NPY-Y1 antag	CHOP inhibitor	PPC-1+TRAIL kill	EP2 antag
# Cn1c(C(=O)N2CCCC2)cc2c(=O)n(C)c3ccccc3c21 across the screens: -2	9	0.4	1.1	0	3	28	20	5
# O=C(CN1C(=O)C2CCCCC2C1=O)N1CCN(c2ccccc2)CC1 (centres undefined) across the screens: -77	-1	0.8	1.0	-2	8	-5	13	12

# Screens deposited in PubChem BioAssay by several laboratories.
